GLP-1R agonist: agonists of human GLP-1 receptor. P43220. HEK293 GLP-1R CRE-luciferase, luminescence, 4-6 h; cells express a hypersensitive GLP-1R form. Potency, µM (titrated, usually from 45.6 µM), without a hit: top-dose activation, actives largely listed as activators. 380,000 tested, 0.007% active. AID 624172; note: potency is the fitted concentration of half-maximal effect; % of control where 0% means no effect
Target sequence (P43220 whole entry, looked up): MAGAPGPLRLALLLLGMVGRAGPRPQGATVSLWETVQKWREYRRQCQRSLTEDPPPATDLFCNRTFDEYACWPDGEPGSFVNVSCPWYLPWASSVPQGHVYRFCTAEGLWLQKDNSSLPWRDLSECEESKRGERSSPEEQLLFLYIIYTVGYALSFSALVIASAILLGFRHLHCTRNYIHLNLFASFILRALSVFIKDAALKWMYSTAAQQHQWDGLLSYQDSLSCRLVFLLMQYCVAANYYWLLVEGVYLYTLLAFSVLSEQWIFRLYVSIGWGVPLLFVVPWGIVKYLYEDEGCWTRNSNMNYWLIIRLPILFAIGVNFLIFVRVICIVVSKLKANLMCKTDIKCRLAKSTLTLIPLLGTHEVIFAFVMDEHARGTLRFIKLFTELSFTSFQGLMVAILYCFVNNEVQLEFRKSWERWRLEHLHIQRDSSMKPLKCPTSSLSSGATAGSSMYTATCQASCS
PLK1 PBD inh: PLK1 (human) polo-box domain binding inhibition. P53350. Plk1 PBD binding of FITC phosphopeptide, fluorescence polarization. Potency, µM, inactives show max response, negative = inhibition, actives largely listed as inhibitors. 360,000 tested, 2.8% active. AID 720504; note: potency is the fitted concentration of half-maximal effect; series mostly up to about 57 µM; % is set by controls: 0 for no effect and ±100 for the full control effect; nearly all actives have a fitted effect of over 65% in size
Target sequence (P53350 whole entry, looked up, the tested form may be a part): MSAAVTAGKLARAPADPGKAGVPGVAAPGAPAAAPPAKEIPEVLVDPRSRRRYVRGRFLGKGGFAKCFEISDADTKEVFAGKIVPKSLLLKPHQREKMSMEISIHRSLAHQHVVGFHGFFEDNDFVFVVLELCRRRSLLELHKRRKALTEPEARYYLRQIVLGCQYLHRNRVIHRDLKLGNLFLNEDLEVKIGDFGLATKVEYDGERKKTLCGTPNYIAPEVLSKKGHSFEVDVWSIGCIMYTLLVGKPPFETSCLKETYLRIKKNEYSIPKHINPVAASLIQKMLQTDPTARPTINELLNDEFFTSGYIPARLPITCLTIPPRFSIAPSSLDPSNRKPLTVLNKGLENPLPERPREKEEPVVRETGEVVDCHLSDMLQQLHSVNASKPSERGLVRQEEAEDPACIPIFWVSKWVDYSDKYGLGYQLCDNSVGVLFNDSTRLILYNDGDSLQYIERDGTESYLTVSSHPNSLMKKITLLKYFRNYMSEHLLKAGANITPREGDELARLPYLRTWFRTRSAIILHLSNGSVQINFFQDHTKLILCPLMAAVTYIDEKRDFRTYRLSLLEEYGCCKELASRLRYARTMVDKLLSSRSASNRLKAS
IL-2 act: activates IL-2 in a cell-based reporter assay; IL-2 activation reporter assay, cell-based qHTS; stimulated with anti-CD3/CD4/CD28 beads; in transgenic mouse T cells; activation, % (series mostly up to about 46 µM); 360,000 tested, 0.065% active; in the data active = activation above about 50%; inconclusive = mostly about 30% to 49%; note: 0% is about no effect
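First, unstimulated transgenic mouse T cells were exposed to compound for 60 min. Next, anti-CD3/anti-CD4-coated beads with anti-CD28 were added. Finally, after 18 h at 37 degrees C, EGFP and DsRed were imaged.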
PI5P4K alpha inh: blocks human PI5P4K alpha kinase activity; PI5P4Kalpha enzyme, ADP-Glo luminescence, 60 min; stronger effect = lower value; max response, %; 330,000 tested, 1.2% active; AID 652105; active = max response of -50% or lower; inconclusive = between -30% and -50%; inactive = -30% or higher; note: value at the top dose of about 77 µM; % is set by controls: 0 for no effect and ±100 for the full control effect
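Controls without substrate or without enzyme flank wells where PI5P4Kalpha converts substrate using 5 microM ATP (final). Incubation lasts 60 minutes at room temperature; ADP formed is read by ADP-Glo luminescence.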
HEK293 tox: cytotoxic in the GLP-1 receptor inverse agonist counter-screen; HEK293 cAMP-luciferase reporter cells, luminescence, 24 h; Potency, µM (titrated, usually from 38.3 µM), for the others: at the highest dose activity change, negative = inhibition, usual class: inhibitors; 410,000 tested, 0.13% active; AID 624418;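 note: loss of luciferase light is scored as toxicity; potency is the fitted concentration of half-maximal effect; % is set by controls: 0 for no effect and ±100 for the full control effect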
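Compound-treated cells are incubated 24 hr at 37 deg C under 5% CO2 after a 12 hour attachment period, then luciferase detection reagent is added and luminescence is measured following 12 min at room temperature; lowered signal indicates toxicity.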
EPAC1 antag: EPAC1 (human) antagonism | EPAC1 GEF assay, Rap1b-BODIPY-GDP exchange fluorescence | Potency, µM (titrated, usually from 115 µM), for inactives: at the top dose activity change, negative = inhibition, actives largely listed as inhibitors | AID 720709 | O95398 | 360,000 tested, 0.14% active;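 note: potency is the fitted concentration of half-maximal effect; plate controls were vehicle for no effect and positive control for full effect; nearly all actives have a fitted effect of over 50% in size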
PTHR1 agonist: activates the human parathyroid hormone receptor PTHR1; Q03431; AID 743266; 410,000 tested, 0.075% active; HEK293 GP2 PTHR1 cells, GloSensor cAMP luminescence, 1 h; Potency, µM (titrated, usually from 115 µM), for the others: at the top dose activation, hits mostly activators; note: potency is the fitted concentration of half-maximal effect; nearly all actives have a fitted effect of over 55% in size; some results filed as inactive show a strong effect at the top dose; inactives centre near -15; many of its hits are not listed in these tables
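HEK-293-derived GP2 cells expressing PTHR1 and a GloSensor cAMP reporter, 3,000/well, plated overnight, given luciferin plus IBMX (each 0.5 mM as added) for 1 h at 37 °C, then compound for 1 h at 37 °C. Luminescence was read after 15 min at room temperature.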
GLP1R inv ag: inverse agonists of human GLP-1 receptor; P43220; HEK293 GLP-1R CRE-luciferase, luminescence, 24 h; GLP-1R form is constitutively active; Potency, µM (titrated, usually from 38.3 µM), for inactives: at the highest dose activity change, negative = inhibition, usual class: inhibitors; 410,000 tested, 1.6% active; note: potency is the fitted concentration of half-maximal effect; % is set by controls: 0 for no effect and ±100 for the full control effect; nearly all actives have a fitted effect of over 55% in size
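HEK293 cells stably co-expressing a cAMP-responsive luciferase reporter and constitutively active GLP-1R were seeded, incubated 12 h, then exposed to compounds for 24 h at 37 C. Luminescence was read 12 min after detection reagent; inverse agonists lower signal.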
EPAC1 agonist: activates human EPAC1 exchange factor; EPAC1 agonist qHTS, biochemical assay; response scale: 100% = response to 6.5 mM cAMP; Potency, µM (series often up to 154 µM), inactives show top-dose activation, most hits filed as activators; 360,000 tested, 0.073% active; AID 720707; note: potency is the fitted concentration of half-maximal effect; nearly all actives have a fitted effect of over 60% in size
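Normalized to 6.5 mM cAMP, activity reflects EPAC1-catalysed release of BODIPY-GDP from Rap1B, followed kinetically over 30 min at 480 nm excitation, 540 nm emission. Reaction contained 100 nM EPAC1, 250 nM Rap1B-BODIPY-GDP, 50 uM GDP.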
Numbers without * were called inactive; i = inactive; ? = inconclusive; . = no result given; [ ] = remark or other dose. Unless noted, calls come from the whole dose curve; as a rule, active = well fitted curve in the direction sought with a large enough effect; inconclusive = small, poorly fitted or top-dose-only effect, or another doubt; inactive = no such curve, though single readings can be large; an effect the other way counts as inactive or inconclusive. An excerpt, so the mix of outcomes need not match the whole.

SMILES | GLP-1R agonist | PLK1 PBD inh | IL-2 act | PI5P4K alpha inh | HEK293 tox | EPAC1 antag | PTHR1 agonist | GLP1R inv ag | EPAC1 agonist
CCS(=O)(=O)N1CCC(C(=O)N2CCc3ccccc3C2)CC1 | 7.7% | -3.1% | 0.1 | 3.0 | 12.8% | -12.7% | i | 17.2% | 12.9%
Cc1nc2c(OCCOc3ccc(F)cc3)cccn2c1N(C)C(=O)CCC1CCCC1 | 6.9% | -6.3% | -0.3 | 5.6 | -6.1% | -10.6% | -21.1% | ? | 3.0%
CS(=O)(=O)N1CCCC(C(=O)N2CCc3ccccc3C2)C1 (stereo not drawn) | 11.7% | -15.2% | 0.6 | . | 1.5% | -15.3% | 6.4% | 11.9% | 3.1%
CC(=O)c1cc2c(cc1NC(=O)Cn1nc(C)c(C)c(C#N)c1=O)OCO2 | 9.7% | -2.9% | -0.2 | 0.1 | -14.8% | -1.6% | -15.4% | 14.0% | 27.4%
CCN(CC)CCNC(=O)C1c2ccccc2Oc2ccccc21 | 5.6% | -1.5% | -3.0 | 0.1 | -5.7% | -4.1% | i | ? | -2.1%
Cc1cc2ccccc2n2c(SCC(=O)N3CCc4ccccc4C3)nnc12 | 6.0% | -6.9% | -0.4 | 7.6 | -13.7% | 0.0% | -14.3%[57.5 µM] | 32.5%[activator] | 11.6%
COc1ccc(NC(=O)c2sc3nc(C)nc(N4CCN(c5ccccn5)CC4)c3c2C)cc1Cl | -1.1% | 2.2% | -3.7 | 15.1 | 5.3% | ? | 9.5% | -4.5% | 4.7%
COc1ccc(/C=C/C(=O)c2ccc([N+](=O)[O-])o2)cc1 | 3.4% | -20.6% | -0.5 | -6.5 | 0.9% | -2.8% | -33.7%[inhibitor] | 4.0% | -1.4%
CN(C)CCCNC(=O)/C(=C\C=C\c1ccccc1)NC(=O)c1ccc([N+](=O)[O-])cc1 | 7.6% | -7.4% | -0.3 | 4.9 | -1.6% | -6.7% | -24.4% | ? | 1.6%
O=C(NCCc1ccncc1)c1ccc2nc(Cc3cccc(Cl)c3)oc2c1 | 3.6% | -4.0% | -1.1 | 3.2 | 8.5% | -16.7% | -30.0% | ? | -1.4%
COc1cc(/C=C2\SC(N3CCCCC3)=NC2=O)cc(OC)c1OC | 25.6% | 0.2% | -1.1 | -4.7 | -3.6% | -5.7% | i | 57.9%[activator] | 3.1%
COc1cccc(OCC(O)CN2CCC(C)CC2)c1 (stereo not drawn) | -4.7% | -2.9% | 0.8 | 2.3 | -7.0% | 15.2% | i | -12.0% | 5.5%
O=C(CNC1CCCCC1)Nc1cc(S(=O)(=O)N2CCOCC2)ccc1Cl | 11.3% | -6.1% | 0.2 | 3.0 | -2.1% | -5.7% | i | ? | 6.1%
CC1CCN(C(=O)c2ccc(NS(=O)(=O)c3cccs3)cc2)CC1 | 11.8% | 0.0% | -0.2 | 5.1 | -7.7% | -7.8% | -11.8% | 4.0% | 0.9%
CC(=O)c1cccc(S(=O)(=O)N2CCC(C(=O)NC3CCCC3)CC2)c1 | 4.6% | -1.2% | 0.3 | -27.0 | -0.3% | -0.8% | i | 12.3% | -9.6%
CSc1ccccc1NC(=O)COC(=O)c1ccccc1Cc1ccccc1 | -1.2% | -4.3% | -0.7 | 5.5 | -4.2% | -7.0% | -40.2%[inhibitor] | ? | 13.6%
COc1ccc(S(=O)(=O)N2Cc3ccccc3CC2C(=O)Nc2nccs2)cc1 (stereo not drawn) | 0.6% | -0.4% | 1.3 | . | -19.9% | -4.9% | i | 0.0% | 8.9%
CC(C)(C)Cc1nnc(NC(=O)Cc2ccc([N+](=O)[O-])cc2)s1 | -12.3% | 5.32µM* | 0.2 | 3.5 | -17.5% | -5.1% | i | 0.7% | -0.7%
Cc1ccc(OCC(=O)OCC(=O)NC2CC2)cc1C | -3.0% | 3.9% | 0.3 | 8.4 | -2.7% | -9.0% | -12.1% | -1.1% | 4.7%
O=P(Cc1ccncc1)(c1ccccc1)c1ccccc1 | -14.1% | -3.6% | 0.0 | 1.3 | -3.7% | -9.0% | -4.2%[57.5 µM] | -9.1% | 15.5%
COc1ccc(CCOC(=O)c2ccc(N)c([N+](=O)[O-])c2)cc1 | 30.0% | -11.7% | -2.0 | -2.3 | -26.8% | 5.1% | -19.1% | 5.1% | 15.2%
CSc1ccc(C(=O)C2CCCN(C(=O)c3ccc4c(c3)no[n+]4[O-])C2)cc1 (stereo not drawn) | -6.7% | -7.4% | -0.3 | 2.8 | ? | -5.2% | i | 19.9% | -9.6%
Cc1ccc(Nc2nnc(SCC(=O)Nc3cccc(S(=O)(=O)NC4=NCCCCC4)c3)s2)cc1 | 2.6% | -2.8% | -2.6 | -1.3 | 14.7% | -16.5% | i | -2.7% | 3.2%
CN(CC(=O)Nc1ccc(Cl)cc1)C(=O)CCc1c[nH]c2ccccc12 | 0.7% | -5.6% | 2.7 | 4.6 | -0.3% | -16.2% | -14.5% | ? | 4.1%
CCOC(=O)Cc1csc(NC(=O)CSc2nnc(-n3nc(C)cc3C)c3ccccc23)n1 | 25.0% | 2.1% | -1.5 | . | -14.2% | -14.9% | ? | 1.8% | 14.1%
COc1ccc(C2CC(c3cccs3)=NN2C(=O)CSc2nc3ccccc3s2)cc1 (stereo not drawn) | -6.6% | -3.5% | 1.0 | 8.3 | -3.5% | -4.8% | -7.2% | ? | 14.0%
CCC1CCCCN1CCCNC(=O)C1CCCN(c2nn3c(=O)cc(C)nc3s2)C1 (stereo not drawn) | 2.9% | ? | 2.2 | 1.8 | 6.0% | 0.8% | -13.1% | 22.7% | 7.8%
CSc1ccccc1C(=O)N1CCC(CCC(=O)NC2CC2)CC1 | 1.6% | -1.2% | 0.3 | 1.7 | 2.4% | 1.3% | i | -2.5% | -1.0%
Cc1nc(SCc2nc3cc(Cl)c(F)cc3[nH]2)c2oc3ccccc3c2n1 | -5.2% | . | -4.4 | . | . | -9.2% | -61.9%[inhibitor] | . | -8.1%
O=C(CCNC(=O)c1ccccc1Cl)Nc1cccc(S(=O)(=O)N2CCOCC2)c1 | -1.0% | 4.2% | 0.3 | 2.1 | 0.5% | -26.6% | -18.2% | 0.5% | 10.7%
CC(=O)Nc1ccc(S(=O)(=O)Nc2cccc3cccnc23)cc1 | 10.9% | 3.7% | 2.1 | 6.2 | 8.2% | 5.4% | -31.6%[inhibitor] | 28.9% | -3.9%
O=C(/C=C/c1ccc(S(=O)(=O)N2CCOCC2)cc1)NC(=S)Nc1ccc(Cl)cc1Cl | 3.3% | -7.7% | -5.5 | -22.0 | -13.8% | 7.9% | -21.6% | 8.7% | 8.4%
N#Cc1c[nH]n2c(=O)cc(Cc3ccccc3)nc12 | 5.5% | -1.8% | -0.8 | . | 3.8% | 9.4% | 12.4%[57.5 µM] | -3.2% | 12.1%
COc1ccc(NC(=O)CCCC(=O)OCC(F)(F)C(F)F)cc1 | -8.0% | -0.3% | -3.7 | . | 0.3% | 17.7% | -3.8%[57.5 µM] | -0.4% | -2.4%
Cc1ccc(Oc2ccccc2/C=N/O)cc1 | 5.7% | 3.36µM* | -2.5 | ? | 77.9%[activator] | -5.3% | -6.3% | -10.7% | -0.1%
COc1cc(C2NC(=O)NC(c3ccccc3)=C2C(C)=O)c(Br)cc1OCC(N)=O (stereo not drawn) | 0.4% | -5.5% | -0.3 | -5.1 | 13.2% | -2.4% | i | -4.7% | 4.3%
Cc1ccc(NC(=S)NCCSc2ccc(Cl)cc2)c(C)c1 | -1.8% | -5.9% | 0.3 | 0.4 | ? | -16.4% | -22.4% | 10µM* | 16.3%
CC1CCN(C(=O)COC(=O)CNC(=O)c2ccccc2F)CC1 | 0.9% | -10.7% | 1.3 | 1.9 | -7.1% | 0.3% | -35.5%[inhibitor] | 9.5% | -35.3%[inhibitor]
CC1(C)Cc2c(cnn2-c2ccc(F)cc2)C(NC(=O)C2=CC(=O)CC(C)(C)O2)C1 (stereo not drawn) | 2.3% | -0.8% | -0.4 | 14.5 | -15.3% | 0.1% | i | -11.6% | 10.3%
CCOC(=O)C1=C(C)NC(=O)NC1c1ccccc1 (stereo not drawn) | -0.5% | -3.3% | 0.9 | -11.7 | 2.0% | 1.2% | -17.7% | 6.2% | -9.9%
Cc1cccc(Cc2cnc(NC(=O)C3Cc4ccc(C)cc4C(=O)O3)s2)c1 (stereo not drawn) | 7.9% | . | . | . | 3.6% | . | i | 12.7% | .
CC(C)(CNC(=O)c1ccc(Br)o1)CNC(=O)c1ccc(Br)o1 | -2.5% | 2.5% | 0.3 | 6.6 | -3.6% | -20.8% | -35.8%[inhibitor] | -13.2% | -2.4%
COc1ccc(NC(=O)c2ccc(NC(=O)CN3CCN(c4ccccc4OC)CC3)cc2)cc1 | 3.9% | -5.8% | -2.7 | 3.2 | -17.7% | 2.7% | -31.4%[inhibitor] | ? | -9.9%
CC1CCCCC1NC(=O)c1cccc(N2C(=O)C3C4C=CC(C4)C3C2=O)c1 (stereo not drawn) | 6.9% | -2.0% | -2.6 | -2.1 | 1.9% | -27.1% | -22.3% | -29.3% | 6.8%
COCCCn1c(SCc2nc3ccccc3c(=O)[nH]2)nc2ccccc2c1=O | -5.0% | 2.0% | -0.5 | 8.3 | 2.3% | -10.5% | -23.2%[57.5 µM] | 23.7% | -10.8%
O=P1(NC2CCCCC2)OCC2(CO1)COP(=O)(NC1CCCCC1)OC2 (stereo not drawn) | 1.1% | -0.4% | -0.2 | 1.8 | -3.4% | 6.0% | -6.5% | 9.7% | -0.4%
O=C(NCc1ccco1)c1cc([N+](=O)[O-])ccc1N1CCOCC1 | 5.0% | 0.2% | 1.4 | -1.4 | -6.3% | -5.9% | -4.8% | 13.5% | 6.2%

Assay outcomes deposited in PubChem BioAssay by National Center for Advancing Translational Sciences (NCATS).
